Bioassay records from PubChem BioAssay.
RAD52 anneal inh = blocks human RAD52 DNA annealing; P43351; recombinant RAD52 DNA annealing, FRET fluorescence; inhibition, % at 18.7 µM; 360,000 compounds, 0.46% hits;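 active means every replicate showing at least 50% inhibition; inconclusive means mean inhibition at least 50% but not in every replicate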
miR122 inh = blocks miR-122 activity in Huh7 sensor cells. 340,000 compounds, 0.3% hits. activation (reporter increase), % at 12.5 µM. Huh7 miR-122 Renilla luciferase sensor, 48 h; neutral wells = 0, positive control = 100;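 active means mean replicate activation score at least 90 and every replicate individually at or above 90; inconclusive means only one of the two criteria met; inactive means neither criterion met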;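 further: higher luciferase means less miR-122 activity so hits act as miR-122 inhibitors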
PGC1a acetyl inh = PGC1a acetylation modulation, inhibitor mode; U2OS PGC1a acetylation, AlphaScreen anti-acetyl-lysine; with virally co-expressed GCN5 acetyltransferase; inhibition, % at 15.6 µM; 350,000 compounds, 0.17% hits; AID 651687;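 active means every replicate shows inhibition of at least 40%; inconclusive means mean inhibition at least 40% but some replicate below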;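 further: 0% = neutral control wells and 100% = positive control wells; some results beyond the cut were filed as inactive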
PglD inh = inhibitors of Campylobacter jejuni PglD acetyltransferase; 360,000 compounds, 0.098% hits; inhibition, % at 12.5 µM; purified PglD enzyme, DTNB colorimetric CoA detection; in the data active means inhibition above about 16%, passing the limit was not always enough; inconclusive means no clear call, values can overlap the other calls; further: strong numbers were not always called active
RAD54 inh = blocks human RAD54 Holliday junction branch migration. Q92698. FAM/BHQ fluorescence. 360,000 compounds, 0.14% hits. inhibition, % at 10.4 µM. AID 602329;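 active means mean normalized replicate activity at least 40 and at least half of replicates scoring 40 or more; inconclusive means only one of the two criteria met; inactive means mean below 40 and under half of replicates reaching 40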;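 further: 0% = median of neutral control wells and 100% = median of positive control wells; inhibitors cause a drop in the FAM fluorescence signal; in these data hits start at about 50%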
E-sel inducer = E-selectin induction on HUVECs; 260,000 compounds, 0.37% hits; AID 686992; HUVEC E-selectin immunofluorescence imaging; normalized: neutral wells 0, TNF-alpha wells 100; activation, % at 7.58 µM; P16581;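 active means mean E-selectin-positive cell signal at least 10% of the positive control, reached in at least 60% of replicates, without over 20% cell loss; inconclusive means no rule given, readout overlaps actives, possibly toxicity-flagged; inactive means the rest, including those meeting only one limit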;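 further: in these data hits start at about 27%; measured in HUVEC primary endothelial cells; signal is the percent of cells scored E-selectin positive by PE staining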
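Test system: HUVEC; input: 3,000 HUVEC/well; measured by: immunofluorescence imaging; read-out: % PE-positive cells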
ERAP1 inh = blocks human ERAP1 aminopeptidase activity | Q9NZ08 | inhibition, % at 10.7 µM | 340,000 compounds, 0.15% hits | AID 652197 | recombinant ERAP1, Leu-AMC fluorescence, 60 min;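 active means mean replicate inhibition of at least 30%, or all replicates individually reaching that 30% level; inactive means mean below 30% and not every replicate reaching it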;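 further: 0% = neutral control wells and 100% = L-leucinethiol positive control wells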
Target sequence (Q9NZ08 whole entry, looked up): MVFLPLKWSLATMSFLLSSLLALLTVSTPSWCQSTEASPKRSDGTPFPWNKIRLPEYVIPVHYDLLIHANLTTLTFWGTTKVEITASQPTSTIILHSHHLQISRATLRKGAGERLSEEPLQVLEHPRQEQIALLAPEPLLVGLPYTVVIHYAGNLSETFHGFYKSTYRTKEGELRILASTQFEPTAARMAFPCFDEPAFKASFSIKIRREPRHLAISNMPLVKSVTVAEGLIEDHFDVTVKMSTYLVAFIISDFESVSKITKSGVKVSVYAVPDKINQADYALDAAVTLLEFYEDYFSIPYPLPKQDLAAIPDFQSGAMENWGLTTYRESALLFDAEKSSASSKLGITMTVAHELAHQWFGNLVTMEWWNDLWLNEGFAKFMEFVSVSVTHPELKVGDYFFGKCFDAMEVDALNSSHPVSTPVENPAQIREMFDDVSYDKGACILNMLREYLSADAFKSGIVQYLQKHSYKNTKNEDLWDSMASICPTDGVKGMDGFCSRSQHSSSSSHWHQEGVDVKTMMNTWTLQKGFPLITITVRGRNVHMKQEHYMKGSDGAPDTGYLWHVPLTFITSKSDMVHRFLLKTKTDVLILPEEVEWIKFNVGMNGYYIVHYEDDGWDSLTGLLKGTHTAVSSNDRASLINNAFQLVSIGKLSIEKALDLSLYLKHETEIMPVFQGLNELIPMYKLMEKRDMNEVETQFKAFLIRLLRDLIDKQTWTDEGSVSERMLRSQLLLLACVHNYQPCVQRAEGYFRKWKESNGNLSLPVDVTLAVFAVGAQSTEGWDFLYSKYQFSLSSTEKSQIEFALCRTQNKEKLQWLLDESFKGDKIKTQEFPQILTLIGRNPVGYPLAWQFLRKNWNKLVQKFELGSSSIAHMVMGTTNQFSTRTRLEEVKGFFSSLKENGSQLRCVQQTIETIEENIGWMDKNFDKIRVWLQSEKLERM
Cneo AK release = Cryptococcus neoformans lysis via adenylate kinase release; C. neoformans lysis, adenylate kinase release luminescence, 4 h; normalised: neutral wells 0, clomiphene wells 100; lysis activity, % at 15 µM; 360,000 compounds, 0.2% hits; AID 651654;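 active means mean lysis activity across replicates of at least 80%, whatever share of replicates individually reach that level; inactive means mean lysis activity below 80%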
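Material – log-phase Cryptococcus neoformans yeast cells · Input – 5 × 10^6 yeast cells/mL · Medium – fresh YPD growth medium · Doses – single compound concentration per well · Timing – static 4 h at 37 °C with compound, 1 h detection · Detection – adenylate kinase release luminescence · Read-out – signal increase indicating cell lysis · Control set – Clomiphene as positive lysis control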
Active calls of the source: *; [ ] = another dose, or the depositor's remark.

Sample of the layout, 3 compounds:
Screening COc1cccc(C(=O)Nc2nnc(-c3ccc(F)cc3)o2)c1 returned RAD52 anneal inh -10, miR122 inh -3, PGC1a acetyl inh 10, PglD inh 0, RAD54 inh 10, E-sel inducer -0.3, ERAP1 inh 0 and Cneo AK release 0.
`CCN1CCN(c2cc(C)c3cc(NC(=O)c4ccc(C)c(C)c4)ccc3n2)CC1` gave RAD52 anneal inh 1, miR122 inh -1, PGC1a acetyl inh 5, PglD inh 0, RAD54 inh 26, ERAP1 inh -4 and Cneo AK release -2.
Screening C[C@H]1CN([C@@H](C)CO)C(=O)Cc2cc(NC(=O)Nc3ccc(F)cc3)ccc2O[C@@H]1CN(C)S(=O)(=O)c1ccccc1 returned RAD52 anneal inh -16, miR122 inh -1[16.7 µM], PGC1a acetyl inh 0, PglD inh 10, RAD54 inh 3, E-sel inducer -2.8, ERAP1 inh -4 and Cneo AK release -2.

The whole of this part, repeating the preview:
Screening COc1cccc(C(=O)Nc2nnc(-c3ccc(F)cc3)o2)c1 returned RAD52 anneal inh -10, miR122 inh -3, PGC1a acetyl inh 10, PglD inh 0, RAD54 inh 10, E-sel inducer -0.3, ERAP1 inh 0 and Cneo AK release 0.
`CCN1CCN(c2cc(C)c3cc(NC(=O)c4ccc(C)c(C)c4)ccc3n2)CC1` gave RAD52 anneal inh 1, miR122 inh -1, PGC1a acetyl inh 5, PglD inh 0, RAD54 inh 26, ERAP1 inh -4 and Cneo AK release -2.
Screening C[C@H]1CN([C@@H](C)CO)C(=O)Cc2cc(NC(=O)Nc3ccc(F)cc3)ccc2O[C@@H]1CN(C)S(=O)(=O)c1ccccc1 returned RAD52 anneal inh -16, miR122 inh -1[16.7 µM], PGC1a acetyl inh 0, PglD inh 10, RAD54 inh 3, E-sel inducer -2.8, ERAP1 inh -4 and Cneo AK release -2.
Screening CN1CCN(S(=O)(=O)c2ccc(N3CCN(C(=O)c4ccccc4)CC3)nc2)CC1 returned RAD52 anneal inh -8, miR122 inh -2, PGC1a acetyl inh -17, PglD inh -1, RAD54 inh 9, ERAP1 inh -3 and Cneo AK release 2.
For O=C(NNS(=O)(=O)c1ccc(Br)cc1)c1csnn1 the results were RAD52 anneal inh -27, miR122 inh 3, PGC1a acetyl inh 5 and ERAP1 inh -1.
For CCCN1CCN(CCCNC(=O)c2cc3c(=O)oc4ccc(C)cc4c3s2)CC1 the results were RAD52 anneal inh -9, miR122 inh -3, PGC1a acetyl inh -4, PglD inh 5, RAD54 inh 16, ERAP1 inh 2 and Cneo AK release -7.
CCCn1nc(Oc2nc(NCC)nc(NC(C)C)n2)ccc1=O was read as miR122 inh 0, PGC1a acetyl inh 3, PglD inh 0, RAD54 inh -17 and Cneo AK release 2.
Cc1onc(-c2ccccc2)c1C(=O)NC1CCCCC1C (configuration not stated) was read as RAD52 anneal inh 12, miR122 inh 1, PglD inh 5, RAD54 inh 0, E-sel inducer -0.1, ERAP1 inh -5 and Cneo AK release 0.
CN(C)C(=O)CNc1ccn2nc(-c3cccc(OCCN4CCOCC4)c3)cc2n1 was read as RAD52 anneal inh 3, PGC1a acetyl inh -1, PglD inh -2, RAD54 inh -9, ERAP1 inh -5 and Cneo AK release -3.
Screening O=C(NCCc1ccccc1)C(=O)NCC1OCCN1S(=O)(=O)c1ccccc1 (configuration not stated) returned RAD52 anneal inh -30, miR122 inh -9, PGC1a acetyl inh -1, PglD inh 1, RAD54 inh 6, E-sel inducer 7.0, ERAP1 inh -3 and Cneo AK release 3.
CN(C)S(=O)(=O)c1ccc(C(=O)N(c2ccccn2)c2ccccn2)cc1 was read as miR122 inh -8, PGC1a acetyl inh -1, PglD inh 2, RAD54 inh 8, E-sel inducer inconclusive and Cneo AK release 1.
Screening CO[C@H]1CN(C)C(=O)c2cc(NC(=O)C3CC3)ccc2OC[C@H](C)N(C(=O)CN(C)C)C[C@@H]1C returned RAD52 anneal inh 0, miR122 inh 0[16.7 µM], PGC1a acetyl inh -13, PglD inh 2, RAD54 inh -4, E-sel inducer 0.0, ERAP1 inh -1 and Cneo AK release -3.
`Cc1cc2nnc(SCC(=O)N3C(C)CCCC3C)n2c(N)n1` (configuration not stated) gave miR122 inh -4, PGC1a acetyl inh -1, PglD inh 0, RAD54 inh -8 and Cneo AK release -3.
CN(CC(=O)Nc1ccc(F)cc1)C(=O)COC(=O)CNC(=O)c1sc2ccccc2c1Cl was read as RAD52 anneal inh -12, miR122 inh 7, PGC1a acetyl inh -3, PglD inh -1, RAD54 inh 0, E-sel inducer -0.1, ERAP1 inh 0 and Cneo AK release 0.
For C=CCC1(CC=C)CCCN1C(=O)c1cc(COc2cncc(Cl)c2)on1 the results were RAD52 anneal inh 7, miR122 inh -1, PglD inh 0, RAD54 inh -11, E-sel inducer -0.6, ERAP1 inh -1 and Cneo AK release -6.
`O=C(C[C@H]1CC[C@@H](NC(=O)c2cccnc2)[C@H](CO)O1)NCc1ccncn1` gave RAD52 anneal inh -13, PGC1a acetyl inh -2, PglD inh 1, RAD54 inh 2, E-sel inducer -0.1, ERAP1 inh 0 and Cneo AK release -3.
Screening Cc1ccc(C2=NC3(CCCC3)N=C2SCC(=O)Nc2ccc3c(c2)OCCO3)cc1 returned RAD52 anneal inh -8, miR122 inh -2, PGC1a acetyl inh 6, PglD inh 3, RAD54 inh -8, ERAP1 inh -1 and Cneo AK release 0.
Screening CCOc1ccc(=O)n(-c2ccccc2)n1 returned RAD52 anneal inh 4, miR122 inh -16, PGC1a acetyl inh 1, PglD inh -2, RAD54 inh -7, ERAP1 inh 0 and Cneo AK release 0.
O=C(COC(=O)c1ccc2c(c1)OCO2)Nc1ccccc1F was read as RAD52 anneal inh -14, miR122 inh -14, PGC1a acetyl inh 12, PglD inh -3, RAD54 inh -1, ERAP1 inh -3 and Cneo AK release 2.
COc1ccccc1N1CCN(S(=O)(=O)c2ccc3c(c2)NC(=O)C(C)C(=O)N3)CC1 (configuration not stated) was read as RAD52 anneal inh -4, PglD inh 9, RAD54 inh -2, ERAP1 inh -2 and Cneo AK release -1.
O=C(CCSCc1ccccc1Cl)NCc1cccs1 was read as RAD52 anneal inh 2, miR122 inh 0, PGC1a acetyl inh 6, PglD inh 4, RAD54 inh -2, ERAP1 inh 3 and Cneo AK release -5.
Screening COc1ccc(NC(=O)Nc2ccc3c(c2)C(=O)N([C@@H](C)CO)C[C@H](C)[C@H](CN(C)Cc2ccncc2)O3)cc1 returned RAD52 anneal inh 3, miR122 inh -2[16.7 µM], PGC1a acetyl inh -2, PglD inh 7, RAD54 inh -8, E-sel inducer -9.8, ERAP1 inh 4 and Cneo AK release 0.
For COc1cc(NC(=O)Cn2nc(C(F)(F)F)c3c2CCCC3)cc(OC)c1OC the results were miR122 inh 1, PGC1a acetyl inh -12, PglD inh -2, RAD54 inh 5 and Cneo AK release -3.
COc1ccc(NC(=O)Cn2c(=O)n(Cc3ccco3)c(=O)c3ccccc32)cc1 was read as miR122 inh 1, PGC1a acetyl inh 1, PglD inh 3, RAD54 inh 1 and Cneo AK release 5.
For CC(C)(C)c1ccc(C(=O)N2CCN(c3nc4ccccc4o3)CC2)cc1 the results were RAD52 anneal inh 12, miR122 inh -8, PGC1a acetyl inh 3, PglD inh 4, RAD54 inh 3, E-sel inducer -0.8, ERAP1 inh 0 and Cneo AK release -1.
`Cc1ccccc1N=Cc1cc2c(cc1[N+](=O)[O-])OCO2` gave RAD52 anneal inh -10, miR122 inh 0, PGC1a acetyl inh -7, PglD inh -2, RAD54 inh 3, ERAP1 inh -1 and Cneo AK release -2.
Screening COc1ccc(NC(=O)CSc2nc3c(c(=O)n2-c2ccc(F)cc2)SCC3)cc1 returned RAD52 anneal inh -4, miR122 inh -4, PGC1a acetyl inh -11, PglD inh 0, RAD54 inh -1, E-sel inducer 0.5, ERAP1 inh 2 and Cneo AK release 1.
For Cc1cnc(-c2nnc(N(C)C(=O)c3cccnc3)s2)cn1 the results were miR122 inh -2, PGC1a acetyl inh -4, PglD inh -7, RAD54 inh -22 and Cneo AK release 1.
For Cc1cc(/C=N/NC(=O)C(=O)NCc2ccccn2)c(C)n1-c1cccc(Br)c1 the results were RAD52 anneal inh -10, miR122 inh 2, PGC1a acetyl inh 4 and ERAP1 inh 24.
For Cc1c(Cl)c([N+](=O)[O-])nn1CCCC(=O)Nc1cccc(Cl)c1 the results were miR122 inh 4, PGC1a acetyl inh -11, PglD inh 0, RAD54 inh 1 and Cneo AK release -1.
`COc1cc(Cl)c(CNC[C@H]2O[C@@H](n3ccc(=O)[nH]c3=O)[C@H](O)[C@@H]2O)c(Cl)c1O` gave RAD52 anneal inh 0, PglD inh -1, RAD54 inh -16 and Cneo AK release 0.
`O=C(NNC(=O)c1cccnc1SCc1cccc([N+](=O)[O-])c1)c1ccc(F)cc1` gave RAD52 anneal inh 9, miR122 inh -3, PGC1a acetyl inh 4, PglD inh -2, RAD54 inh 0, ERAP1 inh 1 and Cneo AK release -2.
For C#CCOCCOCCOCCNc1nc(N2CCN(C(=O)[C@H]([C@@H](C)CC)n3cc([C@@H](N)CC(C)C)nn3)CC2)nc(N2CCN(C(=O)[C@H](CCCCN)n3cc([C@@H](N)CO)nn3)CC2)n1 the results were miR122 inh -14, PglD inh -10, RAD54 inh 9 and Cneo AK release 1.
`N#C/C(=C(/O)COC(=O)COc1cccc(Br)c1)c1nc2ccccc2[nH]1` gave RAD52 anneal inh -24, miR122 inh 10, PGC1a acetyl inh 2, PglD inh -1, RAD54 inh -4, E-sel inducer 2.2, ERAP1 inh -2 and Cneo AK release 1.
`COC(=O)c1ccc(COc2ccc(C(=O)c3ccccc3)cc2)o1` gave RAD52 anneal inh -36, miR122 inh -9, PGC1a acetyl inh 2, PglD inh 1, RAD54 inh -6, E-sel inducer 0.1, ERAP1 inh 2 and Cneo AK release -3.
`O=C(NC1CCCC1)C1CCC(=O)N1CCc1ccccc1` (configuration not stated) gave miR122 inh -3, PGC1a acetyl inh -5, PglD inh 1, RAD54 inh 0 and Cneo AK release 1.
For CCC(=O)N1CC2(CN(Cc3cccnc3)C2)c2c(n(C)c3cc(OC)ccc23)[C@@H]1CO the results were RAD52 anneal inh 6, PGC1a acetyl inh 0, E-sel inducer -0.2 and ERAP1 inh 1.
Screening CCCN1C2CCCC1CC(NC(=S)Nc1cccc(C)c1C)C2 (configuration not stated) returned RAD52 anneal inh -1, miR122 inh -3, PGC1a acetyl inh 0, PglD inh 2, RAD54 inh 2, ERAP1 inh 1 and Cneo AK release 0.
Screening CNC(=O)c1ccc(NC(=O)Cc2ccc(S(=O)(=O)N3CCOCC3)s2)cc1 returned RAD52 anneal inh -17, miR122 inh 0, PglD inh -3, RAD54 inh 4, ERAP1 inh 0 and Cneo AK release -1.
`CN1CCc2c(sc3c2c(=O)n(-c2ccc(Cl)cc2)c2nncn32)C1` gave miR122 inh -7, PGC1a acetyl inh -6, PglD inh 6, RAD54 inh 2 and Cneo AK release 0.
For CC(C)C[C@H]1CN=C(Nc2ccccc2)N1CC1CCCC1 the results were RAD52 anneal inh -17, miR122 inh 0, PGC1a acetyl inh -3, PglD inh -3, RAD54 inh -1, E-sel inducer 0.0, ERAP1 inh -3 and Cneo AK release 1.
`COc1ccc2nc(NC(=O)CSc3nc4cccnc4n3C)sc2c1` gave miR122 inh -2, PGC1a acetyl inh -2, PglD inh 2, RAD54 inh 9 and Cneo AK release -2.
Screening C[C@@H]1CN(S(=O)C(C)(C)C)[C@@H](CCO)/C1=C\CCO (some centres not stated) returned RAD52 anneal inh 2, miR122 inh -5, PGC1a acetyl inh 4, PglD inh -1, RAD54 inh 5, ERAP1 inh 0 and Cneo AK release 3.
